# L3MBTL1 block: inhibitors of human L3MBTL1. AlphaScreen L3MBTL1–H3K9me1 peptide binding. Potency, µM (top dose mostly 57.1 µM), for the others: at the highest dose activity, negative = inhibition, most hits filed as inhibitors. 0.66% of 230,000 active. AID 485360; further: nearly all actives have a fitted effect of over 60% in size
#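 L3MBTL1 50 nM + b-AHA-H3(1-15)K9me1 75 nM, 30 min RT; compound added, 30 min RT; streptavidin donor/Ni-chelate acceptor beads 10 ug/mL each final, 30 min RT dark; AlphaScreen read.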
# Tau fibril ThT: inhibitors of human tau fibril formation, thioflavin T binding; Potency, µM (titrated, usually from 57.4 µM), without a hit: at the top dose activity, negative = inhibition, hits mostly inhibitors; recombinant tau K18 P301L, heparin-induced fibrillization, ThT fluorescence; 2.1% of 270,000 active; further: nearly all actives have a fitted effect of over 55% in size
#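 ThT emission at 510 nm, taken 1 hr after adding 30 uM dye, quantifies aggregates formed when 20 uM heparin acts on human tau K18 P301L for 6 hr at 37 C.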
# JMJD2E inh: JMJD2E (human) inhibition; B2RXH2; 1.6% of 230,000 active; JMJD2E catalytic domain, FDH-coupled NADH fluorescence (FDH is formaldehyde dehydrogenase); Potency, µM (titrated, usually from 57.1 µM), inactives show top-dose activity change, negative = inhibition, most hits filed as inhibitors; active means well fitted inhibition curve with a large enough effect, not every such curve was filed as active; inconclusive means small, poorly fitted or top-dose-only effect, or another doubt; inactive means no such curve, though single readings can be large or run the other way;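 further: 0% = wells with enzyme and -100% = buffer wells without enzyme; nearly all actives have a fitted effect of over 50% in size; many of its hits are not listed in these tables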
# TRb-SRC2 inh: TRbeta-SRC2 interaction inhibition. P10828. TRbeta-SRC2 peptide binding, fluorescence polarization; receptor liganded with 1 µM T3. Potency, µM (titrated, usually from 106 µM), inactives show at the highest dose activity change, negative = inhibition, hits mostly inhibitors. 0.065% of 280,000 active. AID 1469;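 further: plate controls were bound peptide for no effect and peptide without receptor for full effect; nearly all actives have a fitted effect of over 50% in size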
# Target sequence (P10828 whole entry, looked up): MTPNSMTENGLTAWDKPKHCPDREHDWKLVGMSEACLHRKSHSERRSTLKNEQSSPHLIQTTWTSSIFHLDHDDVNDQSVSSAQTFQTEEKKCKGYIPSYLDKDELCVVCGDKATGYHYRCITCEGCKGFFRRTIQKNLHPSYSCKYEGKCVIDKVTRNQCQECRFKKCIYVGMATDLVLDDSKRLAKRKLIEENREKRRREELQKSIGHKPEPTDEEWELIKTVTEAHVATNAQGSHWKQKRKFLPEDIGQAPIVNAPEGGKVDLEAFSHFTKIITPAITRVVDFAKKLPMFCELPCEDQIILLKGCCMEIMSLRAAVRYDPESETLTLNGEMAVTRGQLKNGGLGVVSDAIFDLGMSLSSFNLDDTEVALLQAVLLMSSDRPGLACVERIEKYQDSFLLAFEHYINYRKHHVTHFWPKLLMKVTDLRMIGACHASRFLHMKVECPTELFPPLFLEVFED
#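 Read-out is fluorescence polarization (555 nm excitation, 632 nm emission) of a Texas Red SRC2 coactivator peptide; loss of signal reflects blocked binding to human TRb ligand-binding domain in the presence of 1 uM T3.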
# TR SRC2 fluor cs: Texas Red fluorescence interference in TRb-SRC2 counter-screen. TRb/SRC2 Texas Red total fluorescence interference. Potency, µM (highest dose often 106 µM), inactives show at the top dose fluorescence change, negative = quenching. 0.29% of 280,000 active. AID 1479; active means well fitted curve in either direction with a large enough effect; inconclusive means small, poorly fitted or top-dose-only effect
#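 Human TRb ligand-binding domain at 0.6 uM with 20 nM Texas Red SRC2 peptide in Tris buffer containing 1 uM T3 and 5% DMSO, incubated with compound 5 h at ambient temperature. Total fluorescence (555/632 nm) calculated as parallel + 2 × perpendicular.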
# Tau FP inhib: blocks human tau fibril formation measured by polarization. P10636. K18 P301L tau heparin fibrillization, Alexa594 FP, 6 h. Potency, µM (titrated, usually from 57.7 µM), inactives show at the top dose activity, negative = inhibition, most hits filed as inhibitors. 0.39% of 280,000 active. AID 1468; further: nearly all actives have a fitted effect of over 55% in size
#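 Quantitative HTS format: compounds meet 15 uM recombinant K18 P301L tau and Alexa 594-tau tracer in 100 mM sodium acetate pH 7; 20 uM heparin triggers fibrillization at 37 C over 6 hr; FP gives the signal.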
# RECQ1 helicase: inhibitors of human RECQ1 DNA helicase; P46063; RECQ1 DNA unwinding, red fluorescence kinetic read; Potency, µM (highest dose often 57.3 µM), without a hit: top-dose activity, negative = inhibition, hits mostly inhibitors; AID 2549; 0.54% of 240,000 active;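 further: plate controls were vehicle for no effect and no enzyme for full effect; nearly all actives have a fitted effect of over 30% in size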
# Target sequence (P46063 whole entry, looked up): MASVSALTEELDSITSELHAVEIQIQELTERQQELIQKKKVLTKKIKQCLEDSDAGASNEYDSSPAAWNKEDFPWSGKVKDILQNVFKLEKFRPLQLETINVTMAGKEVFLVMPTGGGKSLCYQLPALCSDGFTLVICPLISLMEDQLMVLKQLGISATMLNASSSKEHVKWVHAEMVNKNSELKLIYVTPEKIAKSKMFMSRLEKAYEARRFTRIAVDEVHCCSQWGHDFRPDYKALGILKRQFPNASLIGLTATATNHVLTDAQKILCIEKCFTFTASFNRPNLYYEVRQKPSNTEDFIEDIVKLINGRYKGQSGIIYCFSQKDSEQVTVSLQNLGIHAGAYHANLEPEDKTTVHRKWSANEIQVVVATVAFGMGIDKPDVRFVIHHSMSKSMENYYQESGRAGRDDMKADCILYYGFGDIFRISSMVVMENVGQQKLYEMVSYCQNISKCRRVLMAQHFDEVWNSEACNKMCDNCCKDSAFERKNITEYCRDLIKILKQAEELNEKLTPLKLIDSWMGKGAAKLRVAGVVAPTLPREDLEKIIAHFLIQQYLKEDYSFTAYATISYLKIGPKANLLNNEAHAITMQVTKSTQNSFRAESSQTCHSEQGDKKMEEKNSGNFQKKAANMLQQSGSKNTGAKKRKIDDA
#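 50 nM RECQ1T1 preincubated 15 min with compound in Tris pH 8.0 buffer with MgCl2, DTT, Tween-20 and 2.5 ug/ml poly(dI-dC); started with 200 nM TAMRA/BHQ-2 forked duplex and 2 mM ATP. Unwinding read as fluorescence (525/598 nm), two reads 2 h apart.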
# RGS12 GoLoco inh: inhibitors of human Gai1-RGS12 GoLoco interaction (red fluorophore); 0.44% of 230,000 active; Gai1:RGS12 GoLoco peptide FP, rhodamine, 10 min; Potency, µM (doses to about 61.6 µM), for the others: at the highest dose activity, negative = inhibition, usual class: inhibitors; P63096; active means well fitted inhibition curve with a large enough effect, not every such curve was filed as active; inactive means no such curve, though single readings can be large or run the other way; further: nearly all actives have a fitted effect of over 30% in size; many of its hits are not listed in these tables
# Starred values were filed as active, the others as inactive; i = inactive; u = inconclusive; x = no result given; [ ] = dose if it differs, or a comment. Unless noted, the call rests on the fitted dose curve; in most records, active means well fitted curve in the direction sought with a large enough effect; inconclusive means small, poorly fitted or top-dose-only effect, or another doubt; inactive means no such curve, though single readings can be large; an effect the other way counts as inactive or inconclusive. Unless noted, on the % scale 0 is the no-effect control and ±100 the full control effect; potency means the concentration at half of the fitted maximal effect. Not all compounds are listed; rates above refer to the full screens.
SMILES,L3MBTL1 block,Tau fibril ThT,JMJD2E inh,TRb-SRC2 inh,TR SRC2 fluor cs,Tau FP inhib,RECQ1 helicase,RGS12 GoLoco inh
COc1cc(/C=C2/SC(N)=NC2=O)ccc1Oc1ccc([N+](=O)[O-])cc1[N+](=O)[O-],-12.3%,-11.5%,17.6%,-1.2%,0.2%,5.3%,-7.8%,1.4%
Nc1cccnc1Oc1ccc(F)cc1,0.8%,-12.5%,-5.5%,0.3%,-7.2%,2.4%,-5.2%,9.9%
C=CCn1c(CCc2cc(C(C)(C)C)c(O)c(C(C)(C)C)c2)n[nH]c1=S,-10.3%,-4.5%,5.0%,1.0%,-0.1%,15.6%,-6.1%,-1.0%
CCOC(=O)c1cc(-c2ccccc2)n(CCCC(=O)Nc2cccc(C)c2C)c1C,x,-11.9%,x,-10.0%,0.6%,-6.0%,x,x
CC12COC3(C(N)=O)CC1CCC32C (stereo not given),u,-4.4%,5.2%,0.2%,0.0%,4.4%,-1.2%,-1.8%
Nc1nnc(N2CCc3ccccc32)s1,-38.7%,-5.2%,4.0%,1.5%,-3.1%,4.3%,1.6%,4.3%
Cc1cc(NC(=O)c2cncc(Br)c2)n(-c2ccccn2)n1,x,-8.6%,2.1%,-2.8%,-0.2%,1.2%,0.4%,-1.7%
CCOC(=O)Cc1csc(NC(=O)CSc2nnc(-c3cccnc3)n2Cc2ccco2)n1,7.5%,-8.6%,1.9%,-25.5%,1.0%,-6.4%,-17.4%,5.3%
Cc1cc(=O)c2cc(Br)ccc2[nH]1,x,-4.5%,10.2%,9.1%,1.1%,-0.6%,-1.8%,-7.6%
Cc1[nH]n(-c2c(Cl)cc(Cl)cc2Cl)c(=O)c1C=Nc1ccc(S(=O)(=O)N2CCOCC2)cc1,8.0%,-8.9%,6.3%,-0.7%,1.1%,-0.8%,-5.8%,4.6%
CCc1cccc(C)c1Nc1c(-c2ccc(N(C)C)cc2)nc2cnccn12,x,u,x,-1.0%,-0.9%,1.1%,x,x
Cn1c(=O)c2c(nc(NCCCN3CCOCC3)n2Cc2cccc(Cl)c2)n(C)c1=O,-3.2%,-2.9%,2.3%,11.2%,-0.4%,8.4%,-3.6%,3.7%
O=C(c1cc(-c2ccco2)nc2ccccc12)N1CCN(c2ccc(F)cc2)CC1,-17.9%,-15.7%,5.2%,3.5%[53 µM],-0.9%[53 µM],13.9%,2.4%,1.4%
CCc1c(C)c2c(C)nn(-c3ccccc3)c2oc1=O,-1.4%,-23.3%,u,-12.4%,1.0%,-3.5%,i,-4.0%
CCCCOC(=O)C1[C@H]2C(=O)N(Cc3cccs3)C[C@]23C=C[C@H]1O3 (stereo not given in full),-5.0%,-9.0%,3.0%,11.1%,-0.5%,-0.2%,-8.2%,-5.9%
CCCc1cnc2c(c1SCC(=O)Nc1ccccc1F)c(=O)n(C)c(=O)n2C,x,-5.8%,x,-4.7%,-2.7%,7.4%,x,x
COc1ccc(CCN=C(N)NS(=O)(=O)c2ccccc2)cc1OC,6.7%,-12.4%,-0.7%,-3.6%,-2.2%,-1.1%,0.9%,0.3%
CCC(C)C(NC(=O)C1CCC(C)CC1)C(=O)NC(C(=O)OC)C(C)C (stereo not given),5.9%,-7.5%,-0.3%,0.7%,2.5%,-4.5%,-12.5%,-15.1%
CC1Cc2nc(SCC(=O)N3CCc4ccccc43)n(C)c(=O)c2S1 (stereo not given),-7.3%,-8.1%,-3.9%,-8.2%,-3.8%,-1.1%,-6.3%,-7.6%
COc1ccc(NC(=O)c2c(C(F)(F)F)nn(C)c2Cl)cc1,4.6%,3.5%,4.1%,2.5%,-0.9%,3.5%,0.0%,0.4%
COc1cc(/C=C2\SC(=S)N(Nc3ncc(C(F)(F)F)cc3Cl)C2=O)cc(OC)c1OC,-27.5%,u,-7.8%,-0.8%,-1.6%,-2.3%,-4.6%,23.5%
CC1=C(C#N)C(=O)N(C2CCS(=O)(=O)C2)C(=O)/C1=C\c1ccco1 (stereo not given),x,x,u,5.7%,-23.6%,u,3.16µM*,4.3%
CC(C)CN1CCN(Cc2cccc3cccnc23)CC1CCO (stereo not given),2.5%,0.7%,1.6%,3.2%,-2.2%,2.3%,0.3%,13.2%
Cn1c(=O)cc(OCCCC(=O)NCc2ccco2)c2ccccc21,-4.6%[11.4 µM],-9.1%,-3.7%,-6.5%,-7.6%,1.7%,2.2%,-1.2%
Nc1nc2c(s1)COc1ccccc1-2,-4.8%,-16.9%,u,11.1%[53 µM],-0.1%[53 µM],-5.4%,-4.7%,0.6%
O=C(N/C(=C/c1cccc([N+](=O)[O-])c1)C(=O)N1CCCCC1)c1cccs1,-2.6%,-11.9%,2.0%,11.0%,-1.1%,1.7%,-7.7%,8.0%
FC(F)(F)c1ccc(-n2ccnc2)nc1,-0.4%,-0.3%,0.9%,3.6%,0.8%,0.3%,-15.2%,-11.8%
COc1ccc(/C=C/C(=O)Nc2nc(C)c(C(=O)N(C)C)s2)cc1OC,3.4%,-18.1%,u,-3.5%,2.0%,6.2%,-5.4%,-1.7%
Cc1ccc(C(=O)c2cc3ccccc3o2)cc1C,x,u,-2.5%,1.0%,-1.7%,-7.0%,-13.6%,2.2%
Cc1nnc(-c2cccc(Br)c2)c2cn(-c3ccc(Br)cc3)nc12,-5.5%,9.0%,9.2%,-4.6%,-1.0%,-1.8%,i,5.4%

# Some of the entries above, reformatted:
Molecule | L3MBTL1 block | Tau fibril ThT | JMJD2E inh | TRb-SRC2 inh | TR SRC2 fluor cs | Tau FP inhib | RECQ1 helicase | RGS12 GoLoco inh
FC(F)(F)c1ccc(-n2ccnc2)nc1 | -0.4% | -0.3% | 0.9% | 3.6% | 0.8% | 0.3% | -15.2% | -11.8%
CC1=C(C#N)C(=O)N(C2CCS(=O)(=O)C2)C(=O)/C1=C\c1ccco1 (stereo not given) | x | x | u | 5.7% | -23.6% | u | 3.16µM* | 4.3%
COc1cc(/C=C2\SC(=S)N(Nc3ncc(C(F)(F)F)cc3Cl)C2=O)cc(OC)c1OC | -27.5% | u | -7.8% | -0.8% | -1.6% | -2.3% | -4.6% | 23.5%
CC(C)CN1CCN(Cc2cccc3cccnc23)CC1CCO (stereo not given) | 2.5% | 0.7% | 1.6% | 3.2% | -2.2% | 2.3% | 0.3% | 13.2%

# Additional results follow.
SMILES,L3MBTL1 block,Tau fibril ThT,JMJD2E inh,TRb-SRC2 inh,TR SRC2 fluor cs,Tau FP inhib,RECQ1 helicase,RGS12 GoLoco inh
N#Cc1c(N)nc2c(c1N)CC(=O)N2c1ccccc1-c1ccccc1,1.3%,-10.4%,7.1%,3.4%,1.7%,0.3%,2.8%,-2.6%
CCOC(=O)c1c(C)[nH]c(C2=NNC(=Nc3cccc(Cl)c3)SC2)c1C,-8.7%,12.6µM*,-11.1%,-9.2%,-6.5%,u,-13.7%,0.6%
O=C(CN1CCN(S(=O)(=O)c2ccccc2)CC1)Nc1ccc([N+](=O)[O-])cc1,-0.2%,-0.5%,-4.1%,-1.4%[53 µM],0.6%[53 µM],6.3%,-11.2%,-7.2%
c1ccc(Cn2c(-c3cccs3)nc3nc4ccccc4nc32)cc1,2.3%,-12.0%,u,8.5%,1.2%,-8.0%,-8.5%,i
CN(Cc1ccccc1)Cc1nc2c([nH]1)c(=O)n(C)c(=O)n2C,-1.0%,2.0%,-8.1%,-2.6%,-7.2%,8.4%,-0.3%,-7.3%
COc1ccc(CSc2nc3ccccc3[nH]2)cc1,0.5%,-11.2%,-3.4%,-4.0%,-3.9%,-4.9%,-3.8%,-6.8%
Cc1cc2cc(CN(CC3CCCO3)C(=S)Nc3ccccc3)c(=O)[nH]c2cc1C (stereo not given),-4.7%,-7.0%,u,6.8%,1.8%,-7.8%,-15.7%,5.4%
Cc1cccc(N(Cc2ccc(Cl)cc2)S(C)(=O)=O)c1,13.1%,3.6%,3.1%,4.9%,-1.2%,-9.6%,i,14.6%
O=C(CCS(=O)(=O)Cc1ccccc1F)NCc1ccccc1Cl,0.2%,5.6%,-8.8%,11.2%,-1.7%,-1.8%,i,3.3%
Cn1c(NCCCO)nc2c1c(=O)n(Cc1ccccc1F)c(=O)n2C,0.0%,-1.3%,-0.8%,-14.6%,-1.3%,8.2%,-3.1%,3.8%
O=C(O)CCCNC(=O)/C(=C\C=C\c1ccccc1)NC(=O)c1ccccc1Cl,-0.3%,-2.6%,-14.4%,-4.6%,-8.7%,6.9%[2.34 µM],-6.1%,1.6%
CCCCCC(=O)N1CCN(CCN=CC2=C(O)CC(c3ccc(OC)cc3)CC2=O)CC1 (stereo not given),x,-13.9%,2.7%,-11.7%,1.1%,1.2%,i,0.2%
CN(C(=O)CSc1nc(-c2ccccc2)c(-c2ccccc2)o1)C1CCS(=O)(=O)C1 (stereo not given),-17.0%,-5.0%,u,-3.6%,0.5%,2.0%,i,9.7%
COc1ccccc1N1N=C(C(=O)c2ccccc2)C2C(=O)N(c3ccc(Br)cc3)C(=O)C21 (stereo not given),24.8%,u,-7.2%,3.9%,-2.2%,0.2%,-1.1%,2.8%
O=C1C(CCC(O)c2ccc(F)cc2)C(c2ccc(O)cc2)N1c1ccc(F)cc1 (stereo not given),x,-1.3%,1.5%,-2.1%,-1.2%,-4.2%,-8.5%,1.0%
CCn1c(SCc2ccc(F)cc2)nnc1-c1nn(-c2ccccc2)ccc1=O,2.2%,-1.7%,1.3%,0.3%,0.2%,-0.5%,i,-20.1%
COc1ccc(-c2cc(C(C)=O)c(C)n2CCC(=O)NCc2ccccc2OC)cc1,x,-0.9%,x,-6.7%,-7.2%,5.6%,x,x
Cc1ccc(-c2nc(C)c(CCNC(=O)c3ccccc3Br)s2)cc1,x,u,x,-4.1%,-0.6%,-5.0%,x,x
COc1cc(/C=N/Nc2ccc(Cl)c(C(=O)O)c2)ccc1OCC(=O)N1C(C)CCCC1C (stereo not given),-19.7%,-16.5%,-23.1%,3.3%,0.7%,9.0%,i,6.1%
COc1ccccc1N1CCN(c2cc(C)nc3c(-c4ccc(Cl)cc4)c(C)nn23)CC1,x,-7.7%,x,-0.7%,2.4%,5.4%,x,x
Cc1ccc(C2CC(c3cccc(Br)c3)n3nc(N)nc3N2)cc1 (stereo not given),-9.2%,-17.2%,-0.6%,4.7%,-0.6%,-2.6%,-7.1%,0.8%
